Source: PubChem (National Center for Advancing Translational Sciences (NCATS))
LDHA inh = LDHA (human) enzyme inhibition; purified LDHA, NADH/diaphorase-resazurin fluorescence; active compounds read low; AID 1347041; P00338; activity change, % (values are at about 110 or 230 µM); 480,000 tested, 0.15% active; in the data active = activity change below about -30%; inconclusive = mostly about -25% to -30%;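 note: plate controls were DMSO wells for no effect and wells without enzyme for full effect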
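Enzyme activity of human lactate dehydrogenase 5 (2 nM; 0.06 mM NADH, 0.2 mM pyruvate, 5 min, RT) is measured via a resazurin/diaphorase fluorescence readout of residual NADH.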
D2 ag = agonists of human D2 dopamine receptor; AID 485358; HEK293 T-REx D2 cells, calcium flux agonist mode; 340,000 tested, 0.53% active; activation, % at 2 µM;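 active = activation over 3 SD above normal in the single-dose calcium agonist read, cut at about 30% in these data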; note: 0% is about no effect
Target sequence (P14416 whole entry, looked up): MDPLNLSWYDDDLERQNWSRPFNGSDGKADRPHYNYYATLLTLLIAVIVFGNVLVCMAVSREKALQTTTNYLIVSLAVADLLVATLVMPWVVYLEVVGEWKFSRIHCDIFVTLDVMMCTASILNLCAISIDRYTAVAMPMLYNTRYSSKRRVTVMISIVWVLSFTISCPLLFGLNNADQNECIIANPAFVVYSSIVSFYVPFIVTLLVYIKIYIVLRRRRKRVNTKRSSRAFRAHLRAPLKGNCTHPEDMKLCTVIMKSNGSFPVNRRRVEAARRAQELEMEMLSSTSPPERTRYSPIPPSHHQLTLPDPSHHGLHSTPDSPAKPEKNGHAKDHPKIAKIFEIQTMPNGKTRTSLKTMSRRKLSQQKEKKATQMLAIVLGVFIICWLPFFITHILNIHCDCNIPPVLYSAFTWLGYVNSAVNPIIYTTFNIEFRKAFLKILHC
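Tetracycline-induced HEK293 Trex cells with D2 receptor force-coupled to calcium signaling, plated overnight at 30 C and loaded with no-wash calcium dye. Calcium flux read kinetically for 180 s after compound addition; responses flag agonists.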
ALOX12 inh = blocks human arachidonate 12S-lipoxygenase | purified 12hLO, xylenol orange hydroperoxide absorbance | AID 1671190 | P18054 | 580,000 tested, 1.1% active | Potency, µM (series often up to 108 µM), inactives show top-dose activity change, negative = inhibition, usual class: inhibitors; note: potency is the fitted concentration of half-maximal effect; % is set by controls: 0 for no effect and ±100 for the full control effect
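Purified human 12hLO (150 nM final) in 25 mM Hepes, 0.01% Triton X-100, pH 7.0 was preincubated 15 min at room temperature with compound. Then 40 uM arachidonic acid was added, 30 min. Hydroperoxide was read by Fe-XO absorbance ratio 573/405 nm.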
RGS4 inh = human RGS4 inhibition; Transcreener GDP fluorescence polarization, RGS4-accelerated GTP hydrolysis; Potency, µM (series often up to 114 µM), without a hit: top-dose activity change, negative = inhibition, hits mostly inhibitors; 390,000 tested, 0.039% active; P49798; note: potency is the fitted concentration of half-maximal effect; % is set by controls: 0 for no effect and ±100 for the full control effect; nearly all actives have a fitted effect of over 75% in size; some results filed as inactive show a strong effect at the top dose
Target sequence (P49798 whole entry, looked up): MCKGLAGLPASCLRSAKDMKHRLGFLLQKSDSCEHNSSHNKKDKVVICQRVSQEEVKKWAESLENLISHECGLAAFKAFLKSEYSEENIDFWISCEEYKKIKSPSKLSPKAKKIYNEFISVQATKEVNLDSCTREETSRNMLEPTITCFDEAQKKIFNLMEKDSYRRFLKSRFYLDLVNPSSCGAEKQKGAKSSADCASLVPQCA
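MLSMR compounds (23 nl, pin-transferred) preincubated 10 min at room temperature with a 500nM (2x) first reagent, then RGS4 at 900nM (2x) plus Transcreener GDP mix added; fluorescence polarization (620/688 nm) read before and after 90 min at 30 °C.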
Vif-A3F inh = inhibitors of Vif-A3F interaction; HeLa A3F-eYFP + Vif (tagged APOBEC3F with the HIV-1 protein that degrades it), YFP fluorescence increase; Potency, µM (highest dose often 46.1 µM), for inactives: at the top dose activity, negative = active; 390,000 tested, 0.2% active; AID 602313; note: potency is the fitted concentration of half-maximal effect; % of control where 0% means no effect; nearly all actives have a fitted effect of over 65% in size
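HeLa cells stably expressing A3F-eYFP plus Vif, plated and incubated overnight at 37 deg C, then exposed to compounds overnight at 37 deg C. Blocked degradation read as raised yellow fluorescence (Ex 488/Em 500-530).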
D2 antag = D2 dopamine receptor (human) antagonism. HEK293 TREx D2 cells, calcium flux, dopamine EC80. 340,000 tested, 2% active. inhibition, % at 10 µM. P14416. AID 485344; in the data active = inhibition above about 30%; note: 0% is about no effect
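Overnight-induced (tetracycline, 30 C) HEK293 T-REx cells carrying force-coupled D2 receive a no-wash calcium dye, then compound, then EC80 dopamine at 180 s; signals are read kinetically throughout.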
Vif-A3G inh = blocks the Vif interaction with human APOBEC3G. Q9HC16. HeLa A3G-eYFP + Vif (tagged APOBEC3G with the HIV-1 protein that degrades it), YFP fluorescence, overnight. Potency, µM (doses to about 46.1 µM), inactives show at the highest dose activity, negative = active, hits mostly inhibitors. 410,000 tested, 0.076% active. AID 602310;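 note: potency is the fitted concentration of half-maximal effect; % is set by controls: 0 for no effect and ±100 for the full control effect; nearly all actives have a fitted effect of over 60% in size; hits raise eYFP signal because A3G escapes Vif-driven loss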
Target sequence (Q9HC16 whole entry, looked up): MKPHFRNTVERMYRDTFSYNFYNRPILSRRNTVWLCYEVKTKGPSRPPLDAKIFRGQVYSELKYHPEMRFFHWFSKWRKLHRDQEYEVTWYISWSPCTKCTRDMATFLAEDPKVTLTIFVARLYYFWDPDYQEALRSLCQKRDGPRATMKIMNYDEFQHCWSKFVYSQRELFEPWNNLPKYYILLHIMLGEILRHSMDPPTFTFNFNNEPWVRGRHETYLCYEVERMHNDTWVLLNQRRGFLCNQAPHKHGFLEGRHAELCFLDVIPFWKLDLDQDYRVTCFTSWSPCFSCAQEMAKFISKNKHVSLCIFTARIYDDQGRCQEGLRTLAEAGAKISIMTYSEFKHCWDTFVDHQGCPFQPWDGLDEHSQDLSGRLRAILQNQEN
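HeLa cells stably expressing Vif and C-terminally eYFP-tagged A3G, seeded overnight at 37 deg C, then exposed to compound by pintool overnight at 37 deg C. Rise in yellow fluorescence (Ex 488/Em 500-530, Acumen) marks blocked Vif-driven A3G degradation.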
ERG-DNA inh = blocks human ERG Ets domain binding to DNA; P11308; fluorescence polarization, His-ERG Ets domain / labelled DNA; Potency, µM (titrated, usually from 76.9 µM), without a hit: at the highest dose FP activity, negative = inhibition, actives largely listed as inhibitors; 370,000 tested, 0.028% active; active = well fitted inhibition curve with a large enough effect in the polarisation, with a control signal flat; inconclusive = small, poorly fitted or top-dose-only effect, or effect the other way, or a change in a side signal; inactive = no such curve, though single readings can be large or run the other way; the % refers to the polarisation;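 note: polarization taken with two DNA probes labelled with fluorescein and Texas red; potency is the fitted concentration of half-maximal effect; % of control where 0% means no effect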
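His-tagged ERG Ets domain (1 uM in the protein solution; 300mM KCl, 50mM Tris-HCl, 1mM EDTA, 1mM DTT, pH 7.5) received compound, then a probe mix of 5 nM fluorescein-DNA and 100nM Texas-615-DNA. Fluorescence polarization was read for both dyes.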
GRP78 ERSR act = ER stress response induction in glioma. 420,000 tested, 0.02% active. Potency, µM, without a hit: top-dose activation, actives largely listed as activators. U87-MG GRP78 promoter luciferase reporter, 16 h; note: potency is the fitted concentration of half-maximal effect; series mostly up to about 76 µM; % of control where 0% means no effect; nearly all actives have a fitted effect of over 35% in size
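Stably transfected U87-MG glioma cells carrying a GRP78-based luciferase sensor; 16 h compound incubation. Luminescence end-point read 10 min after Bright-Glo addition at room temperature.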
Starred values were filed as active, the others as inactive; u = inconclusive; x = not tested or not shown; & = joins results of further samples; [ ] = dose if it differs, or a comment. Unless noted, calls come from the whole dose curve; as a rule, active = well fitted curve in the direction sought with a large enough effect; inconclusive = small, poorly fitted or top-dose-only effect, or another doubt; inactive = no such curve, though single readings can be large; an effect the other way counts as inactive or inconclusive.

nr	smiles	LDHA inh	D2 ag	ALOX12 inh	RGS4 inh	Vif-A3F inh	D2 antag	Vif-A3G inh	ERG-DNA inh	GRP78 ERSR act
1	CC(Nc1ccccc1)c1cc(Cl)ccc1O (configuration not stated)	0.8	-0.5	52.2%	-6.9%	-1.4%	-7.9	-7.5%	-0.1%	4.0%
2	COc1ccc(OCCCC(=O)Nc2cccnc2)cc1	-0.2	x	0.0%	18.9%	-3.9%	x	u	3.1%	-3.6%
3	C=CCc1c(C)nc(SC)nc1Nc1ccc(C(=O)O)cc1	-7.4	-0.5	-21.0%	27.0%	-1.5%	2.6	0.1%	-11.5%	1.4%
4	Cc1ccc(S(=O)(=O)Nc2cccc3ncccc23)cc1	-0.7	-0.5	-0.6%	19.0%[11.4 µM]	-3.9%	-5.4	0.1%	-16.4%	-4.9%
5	COc1ccc(C(=O)NCC(=O)N2CCC(C)CC2)cc1OC	-5.3	-0.1	-5.5%	7.7%	3.7%	-0.2	1.5%	5.1%	-4.3%
6	COc1ccc(OC)c(C(=O)COC(=O)c2ccc(C)o2)c1	-7.8	0.7	17.6%	-3.4%	-11.9%	-0.8	-6.3%	-2.9%	4.0%
7	CSc1cccc(NC(=O)C(C)Sc2ccc(C)cc2)c1 (configuration not stated)	-3.7	0.3	-24.8%	55.1%[activator]	5.5%	18.7	0.4%	4.2%	-1.3%
8	CC(C)(C)C(=O)NCc1ccc(C(=O)CSc2nnc3n2CCCCC3)s1	-0.1	x	0.4%	x	-15.6%	x	0.4%	x	-1.7%
9	COc1cc2c(c(OC)c1OC)-c1ccc(SC)c(=O)cc1C(NC=O)CC2 (configuration not stated)	-13.1	x	u	-20.2%	-0.3%	x	-16.3%	x	-4.7%
10	CCOC(=O)N1CCC(O)(c2cc(C)c(C)cc2C)CC1	-1.7	-0.3	-5.4%	-17.3%	-5.2%	2.7	-4.9%	-5.7%	-5.0%
11	Cn1c(=O)[nH]c(=O)c2c1nc(N1CCN(Cc3ccccc3)CC1)n2CCCc1ccccc1	1.9&-10.8	0.2	0.1%&-23.1%	10.2%	-5.0%	2.5	-0.4%	0.8%	-1.4%
12	O=C(O)CCCNC(=O)/C(=C\C=C\c1ccccc1)NC(=O)c1ccccc1Cl	-4.3	-0.2	-25.8%	-1.7%	8.5%	-0.2	1.6%	-7.8%	-2.7%
13	CC(=O)Oc1cc(OC(C)=O)c2c(=O)c(-c3ccc4c(c3)OCCCO4)c(C)oc2c1	1.0&2.3	-0.7	-29.9%&4.0%	-2.0%	-2.5%	15.0	-0.9%	-2.0%	-4.3%
14	COc1cc(C)ccc1OCc1cc(C(=O)NC2CCOCC2)no1	-1.9	x	u	x	-3.7%	x	1.4%	x	0.8%
15	CCCCn1cnc2c(oc3ccccc32)c1=O	-1.5	-0.4	25.2%	1.1%	4.3%	-17.3	-3.5%	-13.0%	4.2%

Full records as entered above. Order of values: LDHA inh, D2 ag, ALOX12 inh, RGS4 inh, Vif-A3F inh, D2 antag, Vif-A3G inh, ERG-DNA inh, GRP78 ERSR act
COc1cc(C)ccc1OCc1cc(C(=O)NC2CCOCC2)no1 across the screens: -1.9, x, u, x, -3.7%, x, 1.4%, x, 0.8%
CC(=O)Oc1cc(OC(C)=O)c2c(=O)c(-c3ccc4c(c3)OCCCO4)c(C)oc2c1 across the screens: 1.0&2.3, -0.7, -29.9%&4.0%, -2.0%, -2.5%, 15.0, -0.9%, -2.0%, -4.3%

(more compounds)
nr	smiles	LDHA inh	D2 ag	ALOX12 inh	RGS4 inh	Vif-A3F inh	D2 antag	Vif-A3G inh	ERG-DNA inh	GRP78 ERSR act
16	Cc1ccccc1NC(=O)CSc1nc2c(c(=O)n(C)c(=O)n2C)n1C	-13.0	0.2	-16.2%	11.4%	-17.1%	-0.1	-3.4%	0.1%	3.7%
17	Cc1scc(C(=O)Nc2ccon2)c1-c1ccccc1	-7.5	-0.6	-9.7%	-4.8%	4.9%	-3.9	-4.6%	-6.5%	-2.2%
18	CCOC(=O)CC[C@H](NC(=O)Cn1cnc(C(=O)Nc2ccc(C)c(C)c2)n1)C(=O)OCC	-2.2	x	-3.8%	-3.3%	4.1%	x	-0.7%	1.2%	18.6%
19	COc1ccc(-c2csc3ncnc(N4CCN(c5ccccc5OC)CC4)c23)cc1	-6.0	1.9	-1.9%	17.3%	1.1%	-5.3	-0.5%	0.3%	-3.3%
20	Cc1cccc(C(=O)NCN2CCN(c3ccccc3C#N)CC2)c1	-10.8	x	-9.4%&-26.8%&-122.0%	0.7%	u	x	1.2%	4.4%	-3.3%&0.0%&-3.2%&-0.8%
21	Cc1ccc(C2C(C(=O)c3cc4ccccc4o3)=C(O)C(=O)N2c2cc(C)on2)cc1 (configuration not stated)	0.4	-0.6	u	u	2.5%	-0.7	2.1%	0.4%	-2.7%
22	Cc1nnc(SCc2cc(=O)[nH]c(N3CCN(C)CC3)n2)s1	-5.9	-1.4	-12.0%	-3.7%	2.8%	1.0	-1.2%	-8.8%	-3.7%
23	COc1ccc(Cl)cc1NC(=O)CCCn1c(=O)c2cccn2c2cccnc21	-15.8&-3.2	-0.9	-13.5%&-2.4%	-48.9%	-12.0%&0.0%	x	2.8%&-1.4%	-1.4%	-3.8%&-2.8%
24	O=C(NCCO)/C(=C/c1ccc(Br)cc1)NC(=O)c1cccs1	-0.9	2.2	-10.8%	13.6%	6.9%	16.1	0.9%	13.6%	-3.5%
25	CCC(C)NC(=O)CSCc1nc(-c2ccc(C)cc2)oc1C (configuration not stated)	0.4	-0.1	-10.3%	-33.3%	10.3%	x	4.2%	-3.0%	1.2%
26	CCOC(=O)C1CCN(C(=O)c2cccc(N3C(=O)NC4CC3(C)Oc3ccc(C)cc34)c2)CC1 (configuration not stated)	-1.7	-0.5	-23.5%	-7.3%	-3.4%	-7.4	2.1%	-3.4%	-4.3%
27	Cc1cc(Cl)ccc1NC(=S)NCCN1CCOCC1	-6.5	1.0	14.8%	9.5%	2.5%	-12.8	-0.1%	-18.5%	-4.6%
28	CCCNC(=O)CN(C)S(=O)(=O)c1ccc(F)cc1	-2.9	-1.5	-13.5%	15.1%	-15.7%	-11.7	4.6%	13.1%	-3.2%
29	CC(C)CCN1CCN(Cc2nc3c(s2)CCCC3)CC1CCO (configuration not stated)	-3.9	-2.1	4.2%	-9.8%	1.2%	-8.7	-0.3%	10.9%	-3.0%
30	C=CCN1C(=O)c2ccc(C(=O)OCC(=O)N3CCN(c4ccccc4)CC3)cc2C1=O	-2.5	-0.4	u	-3.7%	-16.9%	13.3	-4.8%	3.5%	-2.9%

The list continues:
nr	smiles	LDHA inh	D2 ag	ALOX12 inh	RGS4 inh	Vif-A3F inh	D2 antag	Vif-A3G inh	ERG-DNA inh	GRP78 ERSR act
31	O=[N+]([O-])c1cnc2ccccc2c1	-1.0	0.7	-11.3%	-6.7%	2.6%	-14.0	-2.9%	-1.1%	-2.6%
32	CC(=O)Nc1nc(-c2ccc3c(c2)OCO3)cs1	0.6	0.0	-14.8%	-6.5%[11.4 µM]	-9.1%	-16.1	-2.0%	-0.2%	0.2%
33	CC(=O)N1CCN(S(=O)(=O)c2cccc(C(=O)NC3CC3)c2)CC1	-8.6	0.5	93.1%[activator]	24.2%	-4.1%	-5.8	2.9%	11.1%	-2.7%
34	CC(OC(=O)CC(NC(=O)c1ccccc1Cl)c1ccccc1)C(=O)Nc1cccc(Cl)c1Cl (configuration not stated)	-4.7	0.6	1.5%	-24.0%	-6.0%	8.7	-5.0%	2.2%	-2.6%
35	COc1ccc(C(=O)N2CC(=O)Nc3ccc(C)cc3C2c2ccccc2)cc1OC (configuration not stated)	-2.5	x	-9.0%	3.0%	0.3%	x	-7.7%	-2.0%	0.6%
36	CCN(CC)S(=O)(=O)c1cccc(C(=O)NCC(=O)OCC(=O)NCc2ccccc2)c1	-0.3	1.0	0.0%	7.9%	0.1%	-4.5	2.4%	2.2%	-4.0%
37	Cc1cccc(CN2C(=O)[C@@H]3Cc4c([nH]c5ccccc45)C(C)(C)N3C2=O)c1	-3.4	x	0.5%	-2.7%	5.0%	x	-0.1%	x	-3.5%
38	COc1ccc(NC(=O)CSc2nnc(N)s2)cc1	-5.9&-7.7	-1.4&-0.2	12.8%&-9.5%	2.1%&6.0%	-9.9%	22.7	-2.3%&-1.6%	-8.1%&6.6%	3.1%&0.4%
39	COc1ccccc1NC(=O)CN1C(=O)C(C)(C)c2ccccc21	0.7	0.6	-9.3%	-26.5%	1.4%	x	-2.1%	-7.3%	-0.3%
40	O=c1cc(-c2ccco2)oc2ccccc12	-0.1	x	5.0%	2.2%	0.4%	x	2.6%	-0.9%	1.3%
41	Cc1cccc(-n2c(=O)c3ccccc3n(Cc3ccccc3)c2=O)c1	-0.7	-0.6	-19.8%	4.1%	6.3%	x	-0.7%	-1.8%	-1.3%

Some of the compounds tested, so the mix of outcomes need not match the whole.
